SK-BR-3 tox 24h – SK-BR-3 proliferation inhibitors | AID 847 | viability, % at 10 µM | SK-BR-3 viability, CellTiter-Glo ATP luminescence, 24 h; stronger effect = lower value | 41,000 tested, 0.47% active;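 active means viability at or below the median of all test compounds minus 3 SD, in both replicates if run twice, cut at about 45% in these data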;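 further: 100% = median untreated cell wells and 0% = median positive control drug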
Numbers without * were called inactive.

SMILES,SK-BR-3 tox 24h
CS(=O)(=O)N(Cc1ccc(F)cc1)Cc1nc2ccccc2c(=O)[nH]1,95
Cc1ccc(F)c(NC=C2C(=O)OC(C)(C)OC2=O)c1,100
COC(=O)c1ccccc1NC(=O)C1CCCN(S(=O)(=O)c2ccc(OC)cc2)C1 (stereo not drawn),83
COCCn1cnc2cc(C)c(C)cc21,81
Fc1ccc(CNc2nc(-c3ccco3)cc(C(F)(F)F)n2)cc1,88
C=CCN=C(CC)C1=C(O)CCCC1=O,85
COc1cccc(N2CCN(Cc3nc4ccccc4c(=O)[nH]3)CC2)c1,91
CCCN1C(=O)NC2(O)C(=O)c3ccccc3C12O (stereo not drawn),71
CC(C)NC(=O)c1ccccc1NC(=O)CN(c1ccc2c(c1)OCO2)S(C)(=O)=O,107
O=C(O)c1ccc(N2CCCCCC2)c(N2C(=O)c3ccccc3C2=O)c1,86
Cc1occc1-c1nnc(SCC(=O)c2ccc(F)cc2)n1Cc1ccco1,67
CCc1ccc(OC)c(S(=O)(=O)Nc2ccccc2C)c1,93
CCOC(=O)CSc1nnc(-c2ccncc2)o1,98
COCCN(CCOC)C(=O)c1cc2c(=O)n3ccccc3nc2s1,65
O=C(c1cccs1)N(Cc1ccco1)Cc1cc2ccccc2[nH]c1=O,85
CCC1(C)Cc2c(sc3c2c(=O)n(C)c2nnc(SCC(=O)c4ccccc4)n32)CO1 (stereo not drawn),81
Cc1ccc(Nc2nc(N)nc(CN3CCN(C)CC3)n2)cc1,90
O=C(OCC(F)(F)C(F)F)c1ccccc1C(=O)Oc1ccc(F)cc1F,84
CC1Cc2cc(/C(O)=C3/C(=O)C(=O)N(CCCN(C)C)C3c3ccncc3)ccc2O1 (stereo not drawn),94
CCC12CN(C(=O)c3ccc(OC)cc3)CC(CC)(CN(C(=O)c3ccc(OC)cc3)C1)C2=O,89
CC(=O)c1cccc(NC(=O)N2CCCC2C(=O)NC2CCCCC2)c1 (stereo not drawn),84
COc1ccc(-c2cc(C(F)(F)F)nc(N3CCOCC3)n2)cc1OC,92
CC1(C)CC(=O)c2cc(C(=O)Nn3cnnc3)c(=O)n(-c3ccccc3)c2C1,91
CCOc1ccc(-c2nnn(CC(=O)NCc3ccc(OC)cc3)n2)cc1OCC,82
CCn1cc(Br)c(-c2nc3ccccc3c(=O)n2N)n1,87
CCCc1nc2oc3cc(OC)ccc3c(=O)c2c(=O)n1Cc1ccco1,74
CCOC(=O)C1CCCN(C(=O)CCC(=O)Nc2ccc3nc(N4CCOCC4)cc(C)c3c2)C1 (stereo not drawn),90
O=C(CSc1nnc(CN2CCOCC2)n1-c1ccccc1)N1CCc2ccccc21,113
CC(C)CNC(=O)c1cc(-c2ccc(Cl)c(Cl)c2)on1,87
CNc1cc(C)nc(-n2nc(C)cc2C)n1,89
O=C1[C@@H]2CSCN2C(=O)CN1CCc1cccc(F)c1,92
CCCCc1ccc(NC(=O)C2CCCO2)cc1 (stereo not drawn),102
Cc1ccnc(N2CCC(C(=O)Nc3ccc4c(c3)CCC4)CC2)n1,66
Cc1ccccc1NS(=O)(=O)c1cc(S(C)(=O)=O)ccc1Cl,89
Cc1cc(Br)c2c(c1)=C(c1sc(N3CCCCCC3)nc1O)C(=O)N=2,80
CCCCn1nnnc1SCC(=O)c1ccc(C)c(C)c1,88
Cc1ccc(C(c2sc3nc(C)nn3c2O)N2CCN(C(=O)c3ccco3)CC2)cc1 (stereo not drawn),78
CCOC(=O)CSc1ncnc2c1nnn2-c1ccc(F)cc1,91
CSc1nc2ccc(NC(=O)C3CC(=O)N(Cc4ccco4)C3)cc2s1 (stereo not drawn),125
NC1CCCCC1N=Cc1c(O)n(CCc2ccc(F)cc2)c(=O)[nH]c1=O (stereo not drawn),98
Nc1nc(CSc2n[nH]c(-c3ccccc3)n2)nc(Nc2ccccc2)n1,94
C=CCn1c(NC(=O)c2ccco2)c(S(=O)(=O)c2ccccc2)c2nc3ccccc3nc21,78
O=C(C1CCN(C2CC(=O)N(c3cccc(Cl)c3)C2=O)CC1)N1CCCCCC1 (stereo not drawn),70
O=C(Nc1ncc(Cc2ccccc2)s1)c1cccs1,86
COCc1cc(C2C(C(=O)c3ccco3)=C(O)C(=O)N2CCOCCO)ccc1O (stereo not drawn),103
Cc1cc(C)nc(NC(=O)CSc2ccccn2)n1,86
O=C(CSc1ncc(-c2ccccc2)n1-c1ccccc1)NCc1ccco1,99
CC1=CC(C)(C)N2C(=O)C3(C(C#N)=C(N)OC4=C3C(=O)CC(C)(C)C4)c3cccc1c32 (stereo not drawn),75
Cc1ccc(N(CC(=O)Nc2ccc3c(c2)OCCO3)S(=O)(=O)c2c(C)n[nH]c2C)cc1,61
COc1nonc1NC(=O)CSc1nc2ccccc2[nH]1,99
CCN(CC)CCCNC(=O)c1cc(-c2cccc(Cl)c2)on1,88
CSCCC(NC(=O)OC(C)(C)C)C(=O)NC(CC(C)C)C(N)=O (stereo not drawn),127
CCCC12CN3CC(C)(CN(C1)C3c1ccc(OC)cc1)C2=O (stereo not drawn),101
COc1cccc(-c2nc3n(n2)C(c2ccc4c(c2)OCO4)C(C(N)=O)=C(C)N3)c1 (stereo not drawn),76
Cc1ccc(S(=O)(=O)NCCCCCC(=O)Nc2nccs2)cc1,90
COc1cccc(C(=O)Nc2ccc(S(=O)(=O)Nc3onc(C)c3C)cc2)c1,71
CC1=CC(C)C2C(=O)N(CCCN(C)C)C(=O)C2C1 (stereo not drawn),111
CCCN(C(=O)c1cccs1)c1nnc(-c2ccncc2)s1,85
O=C(Nc1ccccc1C(=O)OCC(=O)N1CCc2ccccc2C1)c1ccco1,71
COc1ccc2nc(Nc3ccc4c(c3)OCO4)sc2c1,90

Next section.
Compound | SK-BR-3 tox 24h
COc1ccc(-c2cc(C(=O)N3CCOCC3)c3cc(C)ccc3n2)cc1 | 97
O=C(Nc1ccccc1N1CCCCC1)c1ncoc1-c1ccc(F)cc1 | 73
O=C(NCc1cccnc1)C1CCN(S(=O)(=O)c2cccs2)CC1 | 101
CC1CCOC2(O1)C(=O)N(CN1CCN(c3ccccc3F)CC1)c1ccccc12 (stereo not drawn) | 63
CCOC(=O)c1[nH]c(C)c(CN(CCc2ccc(OC)c(OC)c2)C(=O)CCCC(=O)O)c1C | 96
O=C1c2ccccc2C(=O)N1CCOCCN1C(=O)c2ccccc2C1=O | 105
O=C(NCc1cccs1)c1nc2ncccn2n1 | 106
CC(C)c1ncc(C(O)c2cccc3ccccc23)n1C (stereo not drawn) | 92
CC1CN(C)C(C)CC1NCc1ccc2c(c1)OCO2 (stereo not drawn) | 89
CCCCCCn1c(N2CCN(c3cccc(Cl)c3)CC2)nc2c1c(=O)[nH]c(=O)n2C | 90
COCCCNc1nc(=S)[nH]c2cc(OC)c(OC)cc12 | 95
CCOc1ccc(NC(=O)Cn2nnc(-c3ccccc3F)n2)cc1 | 117
CCN1CCCC1CNC(=O)Cn1ncc2c(=O)oc3ccc(C)cc3c21 (stereo not drawn) | 87
CN(C)c1nc(N)nc(CSc2nnnn2C)n1 | 105
C=CCC1(O)C(=O)Nc2ccccc21 (stereo not drawn) | 92
CCC(CC)C1C(C#N)=C(N)Oc2n[nH]c(C)c21 (stereo not drawn) | 90
CCOCCc1nnc(NC(=O)CSc2ccccc2)s1 | 115
O=C(O)C1C2C=CC(C2)C1C(=O)N1CCc2ccccc21 (stereo not drawn) | 92
O=C(CSc1nc2ccccc2o1)NCC(=O)c1ccccc1 | 127
CCOC(=O)C1CCN(C2CC(=O)N(c3ccc(OCC)cc3)C2=O)CC1 (stereo not drawn) | 101
O=C1c2ccccc2NC(c2ccccc2)N1c1ccc(O)cc1 (stereo not drawn) | 84
COc1ccccc1C(=O)NCCn1ccc2ccccc21 | 82
CC1CN(c2ccccc2)C(=O)CS1 (stereo not drawn) | 101
O=C(CC1(O)C(=O)N(Cc2ccccc2Cl)c2ccccc21)c1ccco1 (stereo not drawn) | 85
CC(=O)c1cccc(NC(=O)CSc2nnc(-c3ccc(S(=O)(=O)N4CCCC4)cc3)o2)c1 | 143
COc1ccc(OC)c(N=c2oc3c(OC)cccc3cc2C(=O)NCc2ccco2)c1 | 72
O=C(C1CC1)N1CCc2cc(Br)cc(S(=O)(=O)N3CCOCC3)c21 | 97
CN(C(=O)CCN1C(=O)C(C)(C)Nc2ccccc21)c1ccccc1 | 97
COc1ccc(OCC(O)COc2ccc(OC)cc2)cc1 | 95
COC(=O)C1=C(N)Oc2cc(C)n(CCN3CCOCC3)c(=O)c2C1c1cccnc1 (stereo not drawn) | 86
C=CCn1c(C)c(C(C)=O)c(SC)nc1=S | 84
CC1(C)CC(=O)C(C2=NC(C)(C)Cc3ccccc32)=C(O)C1 | 100
CN(C)c1cccc(C(=O)NC2CCCCCC2)c1 | 95
CC(C)OC(=O)c1c2nc3ccccc3nc2n2c1[nH]c(=O)c1ccccc12 | 70
Cc1cc(NC(=O)CCC(=O)N(c2ccc(F)cc2)C2(C(=O)NC3CCCCC3)CCCC2)no1 | 88
CC1CCCN(S(=O)(=O)c2ccc(C(=O)Nc3nnc(-c4ccccc4Cl)o3)cc2)C1 (stereo not drawn) | 112
O=c1cc(CSc2nnc(-c3ccco3)o2)c2ccccc2[nH]1 | 94
COC(=O)Nc1nnc(-c2ccccc2Cl)s1 | 74
CN(C)c1nc2c(c(=O)[nH]c(=O)n2C)n1Cc1ccccc1Br | 84
CCCC(c1nnnn1CC(=O)OCC)N(Cc1cc2ccc(C)cc2[nH]c1=O)C1CCCC1 (stereo not drawn) | 97
O=c1n(-c2ccccc2)c(=O)n2n1CCC2 | 71
Cn1nnc2cc(NC(=O)N3CCN(c4ccccn4)CC3)ccc21 | 98
COc1cccc(-n2c(Cc3cc(=O)[nH]c(=O)[nH]3)nnc2SCC(=O)N2CCCC2)c1 | 94
COCCn1c(=N)c(C(=O)NCc2ccco2)cc2c(=O)n3ccccc3nc21 | 74
CC(NC(=O)Cc1ccsc1)c1ccc(S(N)(=O)=O)cc1 (stereo not drawn) | 99
C=CCC(=O)OCC(=O)Nc1ccc(Oc2ccccc2)cc1 | 94
Cc1c(Cl)cccc1N(CC(=O)N1CCCCCC1)S(C)(=O)=O | 99
CN1CCN(C(=O)CSc2nc(-c3cccs3)ccc2C#N)CC1 | 109
CN(c1ccccc1C(=O)Nc1ccc(S(=O)(=O)N2CCCCC2)cc1)S(C)(=O)=O | 99
O=C(NCC(c1cccnc1)N1CCN(c2ccccc2)CC1)C1CCCCC1 (stereo not drawn) | 81
COC(=O)c1cc(/C=C/c2ccccc2)on1 | 93
CC(=O)C(C)Oc1ccc2c3c(c(=O)oc2c1)CCCCC3 (stereo not drawn) | 82
Cc1cc(C)nc(NC2=NCCN2C(=O)Nc2ccc(Cl)c(Cl)c2)n1 | 93
O=C(O)CC(c1ccc(Cl)cc1)n1cccc1 (stereo not drawn) | 82
CC(C)Oc1ccc(-c2nn(-c3ccccc3)cc2/C=c2\sc3ncnn3c2=O)cc1 | 98
C=CCOc1c(CNc2nccs2)cccc1OCC | 101
Cc1ccc2c(c1)c1c3n2CC(=C2C(=O)OC(C)(C)OC2=O)NC3CCC1 (stereo not drawn) | 88
COc1ccc(-n2c(SCC(=O)OC(C)C)nnc2-c2ccccn2)cc1 | 92
O=C(CN1CCCCCC1)OCCN=C1NS(=O)(=O)c2ccccc21 | 96
COC(=O)c1ccc(N2C(=O)c3ccc(OC)c(OC)c3C2=O)cc1 | 128

Exported as labelled records: 4 of the compounds above
> CN1CCN(C(=O)CSc2nc(-c3cccs3)ccc2C#N)CC1
  SK-BR-3 tox 24h = 109
> CN(c1ccccc1C(=O)Nc1ccc(S(=O)(=O)N2CCCCC2)cc1)S(C)(=O)=O
  SK-BR-3 tox 24h = 99
> Cc1c(Cl)cccc1N(CC(=O)N1CCCCCC1)S(C)(=O)=O
  SK-BR-3 tox 24h = 99
> O=C(CN1CCCCCC1)OCCN=C1NS(=O)(=O)c2ccccc21
  SK-BR-3 tox 24h = 96

Sorted by number of heavy atoms (ascending): 4 of the compounds above.
Compound | SK-BR-3 tox 24h
CC(=O)C(C)Oc1ccc2c3c(c(=O)oc2c1)CCCCC3 (stereo not drawn) | 82
Cc1c(Cl)cccc1N(CC(=O)N1CCCCCC1)S(C)(=O)=O | 99
Cc1cc(C)nc(NC2=NCCN2C(=O)Nc2ccc(Cl)c(Cl)c2)n1 | 93
COc1cccc(-n2c(Cc3cc(=O)[nH]c(=O)[nH]3)nnc2SCC(=O)N2CCCC2)c1 | 94

Looked up above.
SK-BR-3 tox 24h with CC(=O)C(C)Oc1ccc2c3c(c(=O)oc2c1)CCCCC3 (stereo not drawn) → 82
SK-BR-3 tox 24h with O=C(NCC(c1cccnc1)N1CCN(c2ccccc2)CC1)C1CCCCC1 (stereo not drawn) → 81

Further compounds
Compound | SK-BR-3 tox 24h
COC(=O)c1sccc1NC(=O)C1CC=CCC1C(=O)O (stereo not drawn) | 108
Nc1nonc1C(=O)OCC(=O)N1CCOCC1 | 95
O=C(Cn1c(=O)oc2cc(S(=O)(=O)N3CCCC3)ccc21)Nc1cccc(C(F)(F)F)c1 | 75
Cn1c(=O)c2c(nc(N3CCN(c4ccccc4)CC3)n2CCCc2ccccc2)n(C)c1=O | 80
O=S(=O)(Nc1ccc2nc(-c3ccc(Br)o3)[nH]c2c1)c1ccccc1 | 76
O=C1C(=O)N(CCOCCO)C(c2ccccn2)/C1=C(\O)c1ccccc1 (stereo not drawn) | 107
Cn1nnc2cc(C(=O)NCc3ccc4c(c3)OCO4)ccc21 | 109
O=S(=O)(c1ccc(F)c2ccccc12)N1CCCCC1 | 91
CCOC(=O)c1c(NC(=O)Cn2c(=O)oc3ccccc32)oc(C)c1C(C)=O | 92
COc1ccc(OCC(=O)OCCN(C)C)cc1 | 108

Screening data as filed in PubChem BioAssay.

This is a subset; rates above refer to the full screens.
